DT40 TDP1 CPT: qHTS for Inhibitors of human tyrosyl-DNA phosphodiesterase 1 (TDP1): qHTS in cells in presence of CPT | chicken DT40 Tdp1-/-;hTDP1 cells + 20 nM CPT, ATP luminescence, 48 h | Potency, µM (doses to about 46.2 µM), without a hit: at the highest dose activity change, negative = growth inhibition, actives largely listed as inhibitors | 420,000 compounds, 12% hits; further: nearly all actives have a fitted effect of over 55% in size
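Chicken DT40 Tdp1-/- cells stably complemented with human TDP1 were seeded at 400 cells/well in medium containing 20 nM camptothecin, exposed to pin-transferred compounds, and grown at 37 °C for at least 48 hr. Viability was read as ATP luminescence.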
TDP1 block: qHTS Assay for Inhibitors of Tyrosyl-DNA Phosphodiesterase (TDP1) | Potency, µM (top dose mostly 130 µM), for the others: at the top dose activity change, negative = inhibition, hits mostly inhibitors | 350,000 compounds, 0.28% hits | Tyrosyl-DNA phosphodiesterase 1 (Homo sapiens), Q9NUW8 | recombinant TDP1, AlphaScreen DNA substrate cleavage | AID 485290, 2010; further: nearly all actives have a fitted effect of over 40% in size
Target sequence (Q9NUW8 whole entry, looked up): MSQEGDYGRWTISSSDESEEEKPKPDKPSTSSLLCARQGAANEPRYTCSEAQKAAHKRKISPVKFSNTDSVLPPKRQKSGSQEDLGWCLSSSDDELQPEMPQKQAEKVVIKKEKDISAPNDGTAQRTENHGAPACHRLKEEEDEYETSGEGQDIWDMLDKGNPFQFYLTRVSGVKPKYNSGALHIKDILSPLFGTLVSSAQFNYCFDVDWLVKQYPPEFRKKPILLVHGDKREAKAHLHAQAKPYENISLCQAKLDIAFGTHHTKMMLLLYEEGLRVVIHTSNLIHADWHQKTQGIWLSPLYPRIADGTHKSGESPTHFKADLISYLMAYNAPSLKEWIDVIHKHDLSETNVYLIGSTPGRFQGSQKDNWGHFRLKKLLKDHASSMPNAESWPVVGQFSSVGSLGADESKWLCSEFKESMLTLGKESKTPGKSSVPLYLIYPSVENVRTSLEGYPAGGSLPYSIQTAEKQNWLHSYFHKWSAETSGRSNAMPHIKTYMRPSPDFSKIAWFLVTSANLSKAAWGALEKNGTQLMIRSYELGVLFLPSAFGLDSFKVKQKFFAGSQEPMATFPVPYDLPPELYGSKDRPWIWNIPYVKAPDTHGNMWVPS
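AlphaScreen read-out: signal falls as enzyme removes the 3' tyrosine-FITC from a 5'-biotinylated DNA oligo (15 nM, 5 min, RT). Enzyme was E. coli-made recombinant Tdp1 at 1 nM, exposed to compound for 15 min beforehand; beads 10 ug/ml, 10 min.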
DT40 TDP1 no CPT: qHTS for Inhibitors of human tyrosyl-DNA phosphodiesterase 1 (TDP1): qHTS in cells in absence of CPT | Potency, µM (highest dose often 46.2 µM), inactives show at the highest dose activity change, negative = growth inhibition, most hits filed as inhibitors | AID 686978, 2013 | 420,000 compounds, 15% hits | DT40 Tdp1-/- hTDP1 cells, no CPT, ATP luminescence, 48 h; further: nearly all actives have a fitted effect of over 55% in size
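Stably hTDP1-transfected Tdp1-null chicken DT40 cells were treated with library compounds minus camptothecin and grown for at least 48 hr at 37 °C, after which cellular ATP was quantified by luminescence.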
* hit, by the source's call; ? = inconclusive; nt = no result given; & = joins results of further samples; [ ] = another dose, or the depositor's remark. The call rests on the fitted dose curve; in most records, active means well fitted curve in the direction sought with a large enough effect; inconclusive means small, poorly fitted or top-dose-only effect, or another doubt; inactive means no such curve, though single readings can be large; an effect the other way counts as inactive or inconclusive. On the % scale 0 is the no-effect control and ±100 the full control effect; potency means the concentration at half of the fitted maximal effect.

item	SMILES	TDP1 block	DT40 TDP1 CPT	DT40 TDP1 no CPT
1	CSc1nc2[nH]c(=O)n(O)c(=O)c2n1Cc1ccccc1	nt	?	18µM*
2	Cc1ccc(S(=O)(=O)N2CCN(C(=O)c3ccc(-n4cncn4)c([N+](=O)[O-])c3)CC2)c(C)c1	nt	?	?
3	O=C(NCCN1CCCCC1)Nc1ccccc1	-2%	-20%	-8%
4	COc1ccc(NS(=O)(=O)c2ccc(NS(=O)(=O)c3ccc(C)cc3)cc2)nn1	0%	-8%	?
5	CC12CCC(C/C1=N/OC(=O)c1cccc([N+](=O)[O-])c1)C2(C)C (configuration not stated)	8%	-15%	-20%
6	Cc1ccc(F)c(NC(=O)c2ccc(Cn3cc(Cl)cn3)cc2)c1	0%	-30%	-15%
7	CCOc1c(Br)cc(C2CC(=O)Nc3cc4c(cc32)OCO4)cc1OC (configuration not stated)	2%	2.9µM*	4.6µM*
8	CCN(CC)S(=O)(=O)c1cccc(NC(=O)c2cc(=O)[nH]c3ccccc23)c1	1%	?	?
9	COc1ccccc1NC(=O)c1cc2cc(Br)ccc2oc1=N	nt	?	?
10	Cc1cccc(OCC(=O)Nc2ccc(Cl)c(-c3nc4ncccc4o3)c2)c1C	2%	18µM*	16µM*
11	CC1=CC(C)(C)Nc2ccc(OC(=O)CN3C(=O)C4CCCCC4C3=O)cc21 (configuration not stated)	0%	1.6µM*	2.3µM*
12	CCCCc1ccc(NC(=O)N[C@@H](CC(C)C)C(=O)O)cc1	0%	-23%	1%
13	CCN(CC)c1ccc(/C=C2\SC(=O)N(C(C)C)C2=O)o1	?	0.92µM*	2.1µM*
14	COc1cc(CN2C[C@@H](CO)O[C@@H](n3cnc4c(NC5CCCC5)ncnc43)C2)cc(OC)c1OC	nt	-7%	?
15	O=C(CSc1nc2c(c(=O)[nH]1)CCC2)Nc1ccccc1F	3%	-12%	-11%
16	CCOc1ccc(C(=O)Nc2nnn(CC)n2)cc1	3%	-15%	-21%
17	CN(C)CCCN1c2ccccc2C(C)(C)c2ccccc21	2%	?	?
18	Cc1noc(/C=C/N(C)C)c1S(=O)(=O)N(C)CC(=O)NC1CCCCC1	9%	-22%	-6%
19	COC(=O)c1ccc(/C=N/Nc2nc(-c3ccccc3)cs2)cc1	0%	3%	-5%
20	CC(c1ccccc1)N1CCc2[nH]c(=S)[nH]c(=O)c2C1 (configuration not stated)	-3%	-9%	-9%
21	CCSc1nnc2c(n1)OC(c1ccc(C)cc1)N(C(C)=O)c1ccccc1-2 (configuration not stated)	nt	?	?
22	COC(=O)c1ccc(COc2ccc(/C=N/N3CCN(C)CC3)cc2)cc1	-3%	2%	?
23	CCOC(=O)COc1nc(Nc2ccccc2C)nc(N(C)C)n1	1%	-8%	-10%
24	Fc1ccc(-c2nc(Nc3ccc(F)c(Cl)c3)nc3c2COc2ccccc2-3)cc1	11%	?	?
25	CC(NC(=O)CN1C(=O)NC2(CCCCCCC2)C1=O)c1ccccc1 (configuration not stated)	0%	7%	8%
26	CCOC(=O)C1=C(C)NC(=O)CC1c1cc2c(cc1[N+](=O)[O-])OCO2 (configuration not stated)	2%	-22%	-11%
27	COc1ccc(C)cc1NC(=O)c1ccc(CN2CCN(c3ccccc3)CC2)cc1	6%	?	?
28	CC(C)(C)N(Cc1ccccc1)C(=O)COC(=O)CN1C(=O)C2CC=CCC2C1=O (configuration not stated)	5%	-21%	?
29	CCOc1cccc(/C=N/N2CCN(c3ccc(Cl)cc3)CC2)c1O	nt	?	-27%
30	CCOC(=O)c1ccc(-c2nnc(-c3ccc(Cl)cc3Cl)o2)cc1	9%	-10%	-7%

5 structures already listed, arranged by heavy-atom count, lowest first:
item	SMILES	TDP1 block	DT40 TDP1 CPT	DT40 TDP1 no CPT
16	CCOc1ccc(C(=O)Nc2nnn(CC)n2)cc1	3%	-15%	-21%
30	CCOC(=O)c1ccc(-c2nnc(-c3ccc(Cl)cc3Cl)o2)cc1	9%	-10%	-7%
29	CCOc1cccc(/C=N/N2CCN(c3ccc(Cl)cc3)CC2)c1O	nt	?	-27%
18	Cc1noc(/C=C/N(C)C)c1S(=O)(=O)N(C)CC(=O)NC1CCCCC1	9%	-22%	-6%
21	CCSc1nnc2c(n1)OC(c1ccc(C)cc1)N(C(C)=O)c1ccccc1-2 (configuration not stated)	nt	?	?

Continued:
item	SMILES	TDP1 block	DT40 TDP1 CPT	DT40 TDP1 no CPT
31	COC(=O)[C@@H](Cc1ccccc1)NC(=O)NCCc1c[nH]c2ccccc12	nt	-1%	?
32	CCCn1c(CCc2ccccc2)nnc1SCC(=O)N1CCCC1	3%	6%	-8%
33	COC(=O)C1CCN(C(=O)/C=C/c2ccc(OC)cc2)CC1	0%	-30%	?
34	Cc1nc2nc(C)c(NS(=O)(=O)c3ccc(CC(C)C)cc3)c(=O)n2[nH]1	5%	-7%&-2%	0%&2%
35	COc1ccc(/C=C/C(=O)c2ccc(O)cc2O)cc1OC	19%	?	15µM*
36	CC(C)Oc1ccc(C(=O)N2CCN(C(=O)c3ccco3)CC2)cc1	2%	-3%	-3%
37	O=C(NCC1CC1)c1csc(COCCO)n1	nt	-9%	-2%
38	COc1ccc(CNCCCSc2ncccn2)c(OC)c1	nt	-2%	?
39	O=S(=O)(Nn1cnnc1)c1ccc2ccccc2c1	2%	-14%	2%
40	CCCc1cc(C(=O)Nc2c(C)nn(Cc3ccc(C)cc3)c2C)no1	-1%	?	?
41	COc1cccc(NC(=O)CNS(=O)(=O)c2ccc3nc(C)sc3c2)c1	2%	-8%	?
42	CN(Cc1cc([N+](=O)[O-])ccc1Cl)C(=O)C[n+]1ccccc1	nt	-5%	-3%
43	CN(Cc1cnccn1)C(=O)c1cc(COc2cccc(C(F)(F)F)c2)on1	4%	?	?
44	CCOC(=O)N1CCC(N2C(=O)c3ccc(C(=O)Nc4ccc(OC)c(OC)c4)cc3C2=O)CC1	6%	-6%	23%
45	O=C(c1ccc(CN2CCc3ccccc3C2)cc1)N1CCCCC1	-2%	-28%	?

Results in DT40 TDP1 no CPT and DT40 TDP1 CPT (2 entries from above):
no.	Molecule	DT40 TDP1 no CPT	DT40 TDP1 CPT
34	Cc1nc2nc(C)c(NS(=O)(=O)c3ccc(CC(C)C)cc3)c(=O)n2[nH]1	0%&2%	-7%&-2%
35	COc1ccc(/C=C/C(=O)c2ccc(O)cc2O)cc1OC	15µM*	?

Carrying on:
item	SMILES	TDP1 block	DT40 TDP1 CPT	DT40 TDP1 no CPT
46	N/C(=N\OC(=O)c1ccccc1)c1cccnc1	5%	-11%	8%
47	COc1ccc(C(=O)N2CCN(Cc3cc(OC)ccc3OC)CC2)cc1	5%	-1%	1%
48	Cc1cc(Nc2ccccc2)n(C(=O)c2ccc(Cl)cc2)n1	-5%	-10%	-17%
49	COc1ccc(C(=O)Nc2cc3c(cc2C#N)OCO3)cc1S(=O)(=O)NCc1ccco1	4%	-15%	-6%
50	COc1ccc(C2CN=NC23CCCc2ccccc2C3=O)cc1 (configuration not stated)	2%	?	23µM*
51	Cc1ccc(NC(=O)CSc2nc3c(sc4ccccc43)c(=O)n2CCCC(=O)NC2CCCC2)cc1C	2%	-4%	13%
52	CCOC(=O)[C@@H]1[C@H]2COc3cc(OC)ccc3[C@@H]2N2C(=O)N(c3ccc(Cl)cc3)C(=O)[C@@]12C	nt	?	?
53	CCCc1cc(=O)oc2cc(C)cc(OC(C)C(=O)NCC(O)c3ccccc3)c12 (configuration not stated)	2%	?	-20%
54	COc1ccccc1-c1ncn(Cc2cccc(-c3ccccc3)c2)c1CC(C)C	nt	21µM*	18µM*
55	CC(=O)N=C1C=CC(=CN(O)C(C)(C)Cc2ccccc2)C=C1	-4%	-11%	-24%
56	O=C(COC(=O)CNC(=O)c1ccccc1F)Nc1ncc(Cl)cc1Cl	-11%	-16%	14%
57	COc1ccc(C2c3ccc4ccccc4c3Oc3ncn(CCCO)c(=N)c32)cc1OC (configuration not stated)	5%	?	21µM*
58	O=C(NCc1cccs1)c1cc2ccccc2o1	-1%	-16%	0%
59	COCCn1c(SCc2ccc(OC)c(F)c2)nnc1-c1ccncc1	12%	-2%	-13%
60	COC(=O)CSc1nnc(CNC(=O)c2cccs2)n1-c1cc(OC)ccc1OC	7%	-6%	-5%
61	Cc1ccccc1OCC(=O)Nc1cccc2nsnc12	0%	-14%	-22%
62	Cc1ccc(C)c(NS(=O)(=O)c2ccc3[nH]c(=O)oc3c2)c1	2%	4%	5%
63	O=C(O)Cc1ccc(C(=O)c2ccc(Cl)cc2Cl)s1	-3%	-15%	-21%
64	Cc1nc(-c2ccc(Cl)cc2)sc1C1(C)CC(c2cccc(F)c2)=NO1 (configuration not stated)	-1%	-1%	-1%
65	COc1ccc(C2=Nn3c(nnc3-c3ccncc3)SC2)cc1	2%	?	?
66	CCOC(=O)c1c(C)n(C)c2ccc(OC)c(NC(=O)CN3CCN(Cc4ccccc4)CC3)c12	4%	?	?
67	O=C(O)CCc1nnc(SCC(=O)Nc2ccc(Br)cc2)[nH]c1=O	1%	2%	13%
68	Brc1ccc(N=NNc2ccccc2)cc1	12%	-24%	-29%
69	Cc1ccc(-c2nnc(Nc3ccc4c(c3)nc(C)n4C)c3ccccc23)cc1	5%	?	?
70	COC(=O)C(=O)/C=C(\O)c1c(C)cc(C)cc1C	nt	7%	3%
71	O=C(NNC(=S)Nc1ccccc1)c1ccccc1[N+](=O)[O-]	6%	8%	-27%
72	Cc1ccc(NC(=O)COC(=O)CN2C(=O)NC3(CCCC3)C2=O)cc1F	1%	-6%	-7%
73	COc1ccc(CCNC(=O)C2CCCN2C(=O)NC2CCCCC2)cc1OC (configuration not stated)	-2%	-4%	1%
74	O=C(Nc1ccccc1)N1CCC(=S)Nc2ccccc21	0%	7%	-2%
75	COC(=O)C1CSC(C(=O)OC)N1C(=O)CN1CC(C)OC(C)C1 (configuration not stated)	-3%	-5%	5%
76	CC(C)NC(=O)C1(C)CCN1C(=O)c1ccccc1 (configuration not stated)	nt	-14%	1%
77	O=C(NC(=S)NCCC1=CCCCC1)c1ccccc1Br	0%	?	16µM*
78	COC(=O)c1cn(-c2cccc(C)n2)cn1	1%	2%	5%
79	Cc1csc(Sc2ccc([N+](=O)[O-])cc2C(=O)OCC(=O)NC(=O)NC(C)(C)C)n1	10%	-24%	?
80	Cn1c(N)c(C(=O)c2cc(-c3ccncc3)nc3ccccc23)c(=O)n(C)c1=O	6%	-24%	-2%
81	CCOC(=O)C1=C2NC(=O)c3ccccc3N2C(=O)C1	5%	11%	-11%
82	O=C(NCCC1CCCCN1S(=O)(=O)c1cccs1)C(=O)Nc1cccc(F)c1 (configuration not stated)	-4%	23µM*	15µM*
83	CCC(=O)N1c2ccccc2CC1C(=O)NCc1ccc(N(C)C)cc1 (configuration not stated)	-1%	-8%	-20%
84	Cc1nnc(SCc2ccccc2Cl)n1CC1CCCO1 (configuration not stated)	4%	-11%	-11%
85	Cc1ccc(S(=O)(=O)NCC(=O)NC2CC2)cc1	2%	-4%	1%
86	CCOC(=O)N(Cc1ccccc1)C1CC1	nt	0%	3%
87	O=C(c1cccc(F)c1)N1CCN(Cc2c[nH]c3ccccc23)CC1	0%	?	?
88	CC(C)(Oc1ccc(CCNC(=O)c2ccc(-c3ccccc3)o2)cc1)C(=O)O	5%	-6%	2%
89	Cc1ccc2c(c1C)NC(=O)C2(O)CC(=O)c1ccc2c(c1)OCO2 (configuration not stated)	-2%	-17%	-11%
90	O=C(/C=C/Nc1ccc(F)cc1)c1cccs1	nt	-18%	-6%
91	COc1cccc(-c2noc(COc3cccc(C)c3C)n2)c1	-12%	-2%	-14%
92	Cc1ccc(CN(C)C(=O)c2cc(COc3cccc(C(F)(F)F)c3)on2)o1	5%[56.1 µM]	?	18µM*
93	Nc1nc(-c2ccccc2)nc2sc3c(c12)CCCC3	-3%	-9%	-18%
94	Cc1nn(Cc2ccc(C(=O)Nc3ccccc3F)cc2)c(C)c1Cl	0%	-12%	-2%
95	Cc1oc(-c2cc(F)ccc2F)nc1CN(C)Cc1ccc2nccnc2c1	0%	?	16µM*
96	CCC(c1nnc(SCC(=O)Nc2cccc(S(N)(=O)=O)c2)n1Cc1ccccc1)N(C)C (configuration not stated)	1%	7%	7%
97	O=C(O)CCN=C1CCCc2ccccc2N1	-9%	7%	1%
98	CCOc1ccc2nc(N(CCN(CC)CC)C(=O)c3cccc([N+](=O)[O-])c3)sc2c1	2%	-2%	?
99	CCOCCCNC(=O)C(c1ccc(Cl)cc1)N(Cc1ccc2c(c1)OCO2)C(=O)c1ccccc1O (configuration not stated)	3%	?	?
